TAG inh: inhibitors of triacylglycerol accumulation, primary screen, cell-based, uHTS, fluorescence, H9c2. H9c2 cells, Nile Red lipid (TAG) fluorescence; cells loaded with 200 µM oleic acid. inhibition, % at 12.5 µM. 230,000 tested, 0.66% active. AID 651582, 2012;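 active = pattern-corrected inhibition of lipid staining of at least 50% with the nuclear-stain viability signal not falling by more than 50%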;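 also: 0% = DMSO wells and 100% = triacsin C control wells; some results filed as inactive read as strong as hits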
TAG inh DAPI viability: second read-out of TAG inh, no call of its own (marks repeat the call); DAPI nuclei signal change (viability), lower = more cytotoxic, %;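 whole-well DAPI fluorescence read on a plate reader as a viability signal; minus 50 percent equals half of cells still viable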
* = called active by the depositor. The list is partial. The share of hits here may be higher or lower than overall.

#1 CC12CC(NC(=O)N1c1cccc(C(=O)N3CCN(c4ccccc4)CC3)c1)c1ccccc1O2 (configuration not stated)
#2 O=C(c1ccc(Cl)c([N+](=O)[O-])c1)N1CCN(S(=O)(=O)c2ccc(Cl)cc2)CC1
#3 CCCCn1c(N)c(N(CC(C)C)C(=O)c2ccc(S(=O)(=O)N3CCC(C)CC3)cc2)c(=O)[nH]c1=O
#4 O=C(Nc1nccs1)c1csc([C@H]2C[C@H](O)[C@@H](CO)O2)n1
#5 CCCOc1cccc(OCC(=O)Nc2nc3ccccc3[nH]2)c1
compound no.	1	2	3	4	5
TAG inh	-25	-14	-14	4	-5
TAG inh DAPI viability	2	-5	6	2	-2

#6 CN(CC(=O)Nc1cccc(F)c1)C(=O)c1cn(-c2ccccc2)nc1-c1cccs1
#7 C=CCNC(=S)N1CCC(Cc2ccccc2)CC1
#8 Cc1cc(NC(=O)CSc2nc(C(C)C)nc3ccccc23)no1
#9 COc1ccc(CCCNC(=O)C2Cc3c(-c4ccc(NC(C)=O)cc4)ccnc3O2)cc1 (configuration not stated)
#10 O=C(Nc1ccccc1)C1CCCN(C(=O)c2ccc(F)cc2)C1 (configuration not stated)
compound no.	6	7	8	9	10
TAG inh	-1	4	-28	8	-4
TAG inh DAPI viability	9	-5	12	-1	4

#11 Cc1cc2c(s1)c1cnn(Cc3ccccc3F)c(=O)c1n2C
#12 Cc1ccc(C)c(NC(=S)NC(NC(=O)/C=C/c2ccccc2)C(Cl)(Cl)Cl)c1 (configuration not stated)
#13 CCN(CC)CCn1c(NC(=O)c2ccc(C)cc2)nc2ccccc21
#14 FC(F)Oc1ccc(NC(=S)NCc2ccccc2)cc1
#15 CC(=O)NC1=NN(C(C)=O)C2(S1)C(=O)N(C(C)=O)c1ccc(C)cc12 (configuration not stated)
compound no.	11	12	13	14	15
TAG inh	-31	28	31	-17	-5
TAG inh DAPI viability	-11	7	-9	-1	6

#16 Cc1ccc(C(=O)Nc2nnc(SCC(=O)N3CCCc4ccccc43)s2)cc1
#17 O=C(NCC(c1cccs1)N1CCOCC1)c1ccc(Cl)c(S(=O)(=O)N2CCOCC2)c1 (configuration not stated)
#18 COCCn1c(N)c(N(Cc2ccccc2)C(=O)c2cc(=O)[nH]c3ccccc23)c(=O)[nH]c1=O
#19 Cc1noc(C)c1CCC(=O)O
#20 COC(=O)C1C(c2ccc(OC)cc2)NC(=O)NC1(O)C(F)(F)Cl (configuration not stated)
compound no.	16	17	18	19	20
TAG inh	-2	9	0	7	0
TAG inh DAPI viability	8	2	-2	2	-16

#21 C(=N\N1CCN(c2ccccn2)CC1)/C1=C(N2CCOCC2)C(=C/c2ccccc2)/CC1
#22 CC(C)CNC(=O)NC(=O)COc1c(F)c(F)cc(F)c1F
#23 CC(C)C[C@H](NC(=O)NCCc1ccc(Cl)cc1)C(=O)O
#24 CN1CCN(C(=O)C(C(=O)c2ccc(F)cc2)n2ccccc2=O)CC1 (configuration not stated)
#25 CC(C)(C)C(=O)Nc1ccc(N2CCCC2)cc1
compound no.	21	22	23	24	25
TAG inh	8	2	-2	8	14
TAG inh DAPI viability	13	-13	30	22	7

#26 COc1cc(S(=O)(=O)NCC(c2ccco2)N2CCCCC2)ccc1NC(C)=O (configuration not stated)
#27 O=C(O)CCNc1ccc(Cl)cc1
#28 Cc1cc(C)cc(NC(=O)C2COc3ccccc3O2)c1 (configuration not stated)
#29 O=C(Nc1ccc(S(=O)(=O)NC2=NCCCCC2)cc1)c1ccc(C(F)(F)F)cc1
#30 COc1cc(C(=O)C(=O)c2ccc(OC)c(OC)c2)ccc1O
compound no.	26	27	28	29	30
TAG inh	7	5	-12	-16	1
TAG inh DAPI viability	0	-7	11	6	7

#31 COc1ccc(C2CC(c3ccc(OC)cc3)n3nc(NS(C)(=O)=O)nc3N2)cc1 (configuration not stated)
#32 CCN1CCN(C(=O)CN(c2cc(OC)ccc2OC)S(C)(=O)=O)CC1
#33 CCC(=O)c1ccc(OCC(=O)N(C)CC(=O)Nc2cccc(F)c2)cc1
#34 O=C(CN1C(=O)C2C3C=CC(C4CC34)C2C1=O)Nc1cccc2ncccc12 (configuration not stated)
#35 COc1cccc(/C=N/n2c(-c3n[nH]c4c3CCC4)n[nH]c2=S)c1O
compound no.	31	32	33	34	35
TAG inh	-5	-2	-10	-10	6
TAG inh DAPI viability	1	3	6	-5	-5

#36 CCN1C(=O)[C@H]2[C@@H](c3ccc(-c4ccc(OC)cc4)cc3)N[C@@](C)(C(=O)OC)[C@H]2C1=O
#37 COc1ccccc1-c1sc2ccccc2c1-c1ccc(OCCN2CCCCC2)cc1
#38 Clc1ccc(CO/N=C/c2c(-c3ccccc3)nc3n2CCS3)c(Cl)c1
#39 NC(=O)c1cnc(Cc2c[nH]c3ccccc23)c(I)c1
#40 Oc1cccc(Oc2ncc(C(F)(F)F)cc2Cl)c1
compound no.	36	37	38	39	40
TAG inh	8	21	-7	0	-10
TAG inh DAPI viability	56	17	9	10	1

Profiles, looked up by structure. Order of screens: TAG inh, TAG inh DAPI viability
`Clc1ccc(CO/N=C/c2c(-c3ccccc3)nc3n2CCS3)c(Cl)c1` is listed as -7, 9
`NC(=O)c1cnc(Cc2c[nH]c3ccccc23)c(I)c1` is listed as 0, 10
`COc1ccccc1-c1sc2ccccc2c1-c1ccc(OCCN2CCCCC2)cc1` is listed as 21, 17

(listing goes on)
#41 CC1CN(C(=O)CCCN2C(=O)c3ccccc3C2=O)CC(C)O1 (configuration not stated)
#42 C=C1c2cc(C)ccc2NC(=O)N1c1ccccc1
#43 Cc1cccc(NCC(=O)N/N=C\c2c[nH]c3ccccc23)c1
#44 COCCN1Cc2cccc(C(=O)Nc3c(C)cccc3C)c2C1=O
#45 CC(C)C[C@H]1CN([C@@H](Cc2ccc(O)cc2)CN2CCC[C@@H]2CN2C(=O)C(=O)NC[C@@H]2Cc2ccccc2)C(=O)C(=O)N1CC1CCCCCC1
compound no.	41	42	43	44	45
TAG inh	1	-4	11	-23	-6
TAG inh DAPI viability	4	-6	4	4	2

#46 O=S(=O)(NCc1ccco1)N1CCOCC1
#47 CN(CC(=O)Nc1ccccc1Cl)C(=O)COC(=O)c1ccc(Cl)cc1[N+](=O)[O-]
#48 Cn1c(COc2cccc3ccccc23)nnc1SCC(=O)OC1CCCCC1
#49 COc1ccccc1NC(=O)CSc1nnc(Cn2cnc3ccccc32)n1C
#50 CC1C(=O)N2CCCc3cc(NC(=O)C(=O)NCCc4c[nH]c5ccccc45)cc1c32 (configuration not stated)
compound no.	46	47	48	49	50
TAG inh	-25	-28	4	-6	9
TAG inh DAPI viability	7	1	3	-1	47

#51 O=C(CCN1CCN(c2ccccc2)CC1)NNC(=O)Cc1c(F)cccc1Cl
#52 CC(=O)CCn1cc([N+](=O)[O-])nc1C
#53 O=C(NCc1ccncc1)C(=O)C1C(=O)Nc2ccccc21 (configuration not stated)
#54 O=C(COc1cc(F)ccc1[N+](=O)[O-])NCCCc1ccccc1
#55 O=C(CCN1C(=O)/C(=C/c2ccc3c(c2)OCO3)SC1=S)Nc1cccc(C(=O)O)c1
compound no.	51	52	53	54	55
TAG inh	9	-7	0	-8	15
TAG inh DAPI viability	-3	3	-8	0	-10

#56 CCc1ccc(NC(=O)CSc2nnnn2-c2cccnc2)cc1
#57 CC1=NN(c2ccccc2)C(c2ccco2)C1 (configuration not stated)
#58 CCC(C)NC(=O)CN1C(=O)NC2(CCc3ccccc3C2)C1=O (configuration not stated)
#59 O=C(NCCn1cccn1)C1CCC(=O)N(CC2CCCCC2)C1 (configuration not stated)
#60 CCn1c(=O)cc(OCC(=O)NCc2cccs2)c2ccccc21
compound no.	56	57	58	59	60
TAG inh	-20	-9	-3	6	20
TAG inh DAPI viability	-2	8	1	-7	-13

#61 O=c1c2ccccc2[nH]c(=S)n1CCN1CCc2ccccc2C1
#62 CC(=O)Nc1sc(N/N=C/c2ccc(C)cc2)nc1-c1ccc(C)cc1
#63 COCCn1c(SC(C)C(=O)Nc2ncc(Cl)cc2Cl)nc2ccccc21 (configuration not stated)
#64 CC(C)Oc1ccc(C(=O)NC(C)(C)CO)cc1
#65 CCc1nc2ccc(C(=O)Nc3cc(-c4ccccc4)ccc3OC)cn2c1N(C)Cc1nccs1
compound no.	61	62	63	64	65
TAG inh	-7	5	-7	-9	1
TAG inh DAPI viability	4	-2	-8	-6	-2

#66 CCC(CC)C(=O)N(C)c1c(C)nc2c(OCc3ccccc3C)cccn12
#67 O=[N+]([O-])c1ccc(Oc2ccc(Oc3ccc(C(F)(F)F)cn3)cc2)nc1
#68 COc1ccc(NC(=O)c2ccc(S(=O)(=O)N(C)c3ccccc3)cc2)cn1
#69 O=C1OC(COc2ccc(Br)cc2)CN1c1ccccc1 (configuration not stated)
#70 O=C(C(=NNc1ccccc1)c1ccccc1)c1ccccc1
compound no.	66	67	68	69	70
TAG inh	11	23	-9	-7	26
TAG inh DAPI viability	-8	1	-1	3	-1

#71 Cc1ccc(NCC(=O)N2CCN(S(=O)(=O)c3ccccc3)CC2)cc1F
#72 CCCOc1ccccc1C(=O)Nc1ccc(S(=O)(=O)N2CCN(C)CC2)cc1
#73 Cc1[nH]c(=O)[nH]c(=S)c1C(=O)Nc1ccc(Cl)c(Cl)c1
#74 O=C(NCc1ccc(F)cc1)c1cc(C2CCCCN2C(=O)OCCF)on1 (configuration not stated)
#75 O=C(O)c1ccc(/C=N/N2CCN(Cc3ccc(Cl)cc3)CC2)cc1
compound no.	71	72	73	74	75
TAG inh	-6	-26	-5	6	-1
TAG inh DAPI viability	2	12	8	2	10

#76 COc1ccc(N=C2S/C(=C\c3ccc(OCC(=O)O)cc3)C(=O)N2CCc2c[nH]c3ccccc23)cc1
#77 CCOC(=O)CCCCC1C(CCCC(=O)OCC)C=NN1C (configuration not stated)
#78 Cc1nn(C)cc1S(=O)(=O)N1CCCC(C(=O)O)C1 (configuration not stated)
#79 CC1Cc2ccccc2N1C(=O)CN1CCN(S(=O)(=O)c2cccs2)CC1 (configuration not stated)
#80 CC(=O)NC(CC(C)C)C(=O)NC(Cc1ccccc1)C(=O)CCl (configuration not stated)
compound no.	76	77	78	79	80
TAG inh	13	8	5	1	24
TAG inh DAPI viability	-7	1	5	-1	6

#81 COc1ccccc1C(=O)NCC(=O)OCCCOC(=O)CNC(=O)c1ccccc1OC
#82 CCn1c(=O)n(CCOC)c(=O)c2c3c(sc21)CCCC3
#83 Cn1nc(C(=O)NNC(=O)c2ccccc2Br)c2ccccc2c1=O
#84 COCC(=O)N1CCCc2ccccc21
#85 O=C1CSC(c2cn(-c3ccccc3)nc2-c2cc3ccccc3o2)N1Cc1ccccc1 (configuration not stated)
compound no.	81	82	83	84	85
TAG inh	-8	7	4	18	20
TAG inh DAPI viability	-2	9	3	-8	25

#86 O=C(N1CCOCC1)N1CCN(S(=O)(=O)N2CCOCC2)CC1
#87 CSc1nc(C)nc2c1c(=O)n(C)c(=O)n2C
#88 CCCCN(C(=O)c1ccncc1)c1c(N)n(CCC)c(=O)[nH]c1=O
#89 Cc1cc(C(C)(C)C)cc(C)c1CC1=NCCN1
#90 COCCNC(=O)c1cn(C)c(=O)c2cc(OC)c(OC)cc12
#91 CCOC(=O)c1[nH]cnc1C(=O)O
#92 CC1(C)CC(=O)C=C(c2cccc(Cl)c2O)C1
compound no.	86	87	88	89	90	91	92
TAG inh	-21	15	-32	11	-5	11	-7
TAG inh DAPI viability	6	-3	1	7	24	-13	2

Structures above containing an NH in an aromatic ring (12):
#3 CCCCn1c(N)c(N(CC(C)C)C(=O)c2ccc(S(=O)(=O)N3CCC(C)CC3)cc2)c(=O)[nH]c1=O
#5 CCCOc1cccc(OCC(=O)Nc2nc3ccccc3[nH]2)c1
#18 COCCn1c(N)c(N(Cc2ccccc2)C(=O)c2cc(=O)[nH]c3ccccc23)c(=O)[nH]c1=O
#35 COc1cccc(/C=N/n2c(-c3n[nH]c4c3CCC4)n[nH]c2=S)c1O
#39 NC(=O)c1cnc(Cc2c[nH]c3ccccc23)c(I)c1
#43 Cc1cccc(NCC(=O)N/N=C\c2c[nH]c3ccccc23)c1
#50 CC1C(=O)N2CCCc3cc(NC(=O)C(=O)NCCc4c[nH]c5ccccc45)cc1c32 (configuration not stated)
compound no.	3	5	18	35	39	43	50
TAG inh	-14	-5	0	6	0	11	9
TAG inh DAPI viability	6	-2	-2	-5	10	4	47

#61 O=c1c2ccccc2[nH]c(=S)n1CCN1CCc2ccccc2C1
#73 Cc1[nH]c(=O)[nH]c(=S)c1C(=O)Nc1ccc(Cl)c(Cl)c1
#76 COc1ccc(N=C2S/C(=C\c3ccc(OCC(=O)O)cc3)C(=O)N2CCc2c[nH]c3ccccc23)cc1
#88 CCCCN(C(=O)c1ccncc1)c1c(N)n(CCC)c(=O)[nH]c1=O
#91 CCOC(=O)c1[nH]cnc1C(=O)O
compound no.	61	73	76	88	91
TAG inh	-7	-5	13	-32	11
TAG inh DAPI viability	4	8	-7	1	-13
